From PubChem
ELG1 repair inh: qHTS screen for small molecules that inhibit ELG1-dependent DNA repair in human embryonic kidney (HEK293T) cells expressing luciferase-tagged ELG1; HEK293T ELG1-luciferase reporter, luminescence, 16 h; DNA damage induced by 5-fluorouridine; Potency, µM (top dose mostly 46.1 µM), for the others: at the top dose activity change, negative = inhibition, hits mostly inhibitors; 330,000 compounds, 2.3% hits; AID 504467, 2011; note: potency is the fitted concentration of half-maximal effect; % is set by controls: 0 for no effect and ±100 for the full control effect; nearly all actives have a fitted effect of over 55% in size
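Step one: seed 2,000 cells per well. Step two: pin-transfer compound or DMSO alongside 5-fluorouridine. Step three: incubate 16 hr, 37 °C, 5% CO2. Step four: add ONE-Glo, wait 30 min, read luminescence.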
RORgamma inh: qHTS for inhibitors of ROR gamma transcriptional activity; AID 2551, 2010; Drosophila S2 Gal4-RORgamma UAS-luciferase reporter, 20 h; 310,000 compounds, 5.4% hits; Potency, µM (series often up to 53.6 µM), inactives show top-dose activity change, negative = inhibition, most hits filed as inhibitors; Nuclear receptor ROR-gamma (Mus musculus), P51450; note: potency is the fitted concentration of half-maximal effect; % is set by controls: 0 for no effect and ±100 for the full control effect; nearly all actives have a fitted effect of over 60% in size
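Read-out: Photinus luciferase luminescence; inhibitors lower reporter signal. Insect Schneider cells with Gal4-ROR gamma fusion under metallothionein promoter, UAS reporter; 700 uM final copper sulfate induction, 20 hr, ambient temperature.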
VP16 counter: VP16 counterscreen qHTS for inhibitors of ROR gamma transcriptional activity; Potency, µM (titrated, usually from 53.6 µM), for the others: at the highest dose activity, negative = inhibition, most hits filed as inhibitors; 310,000 compounds, 3.5% hits; Drosophila S2 Gal4-VP16 UAS-luciferase, luminescence, 20 h;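 note: Gal4-VP16 expression switched on by copper sulfate through the metallothionein promoter; potency is the fitted concentration of half-maximal effect; % is set by controls: 0 for no effect and ±100 for the full control effect; nearly all actives have a fitted effect of over 50% in size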
Rab9 prom act: qHTS Assay for Rab9 Promoter Activators; Huh7 Rab9 promoter-luciferase reporter, luminescence, 24 h; Potency, µM (highest dose often 9.22 µM), for inactives: at the top dose activation, negative = inhibition, most hits filed as activators; 320,000 compounds, 2.8% hits; AID 485297, 2010; note: potency is the fitted concentration of half-maximal effect; % of control where 0% means no effect; nearly all actives have a fitted effect of over 60% in size
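Quantitative HTS format; Huh7 Rab9-luciferase reporter cells (1500/well) receive compound 2 h post-plating, incubate 24 h at 37 °C, then get luciferase reagent for 10 min before luminescence reading.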
NPC1 prom act: qHTS Assay for NPC1 Promoter Activators. 320,000 compounds, 2.4% hits. Potency, µM (top dose mostly 9.22 µM), for inactives: at the top dose activation, most hits filed as activators. Huh7 NPC1 promoter luciferase reporter, 24 h. AID 485313, 2010;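 note: potency is the fitted concentration of half-maximal effect; % of control where 0% means no effect; nearly all actives have a fitted effect of over 60% in size; reporter is driven by a mutant NPC1 promoter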
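Stable NPC1-promoter luciferase Huh7 line; cpd (DMSO) 24 h, 37 °C, 5% CO2; Amplite luciferase reagent 10 min RT; luminescence readout. qHTS format.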
FLuc counter: qHTS profiling assay for firefly luciferase inhibitor/activator using purifed enzyme and Km concentrations of substrates (counterscreen for miR-21 project) | AID 588342, 2011 | purified FLuc, Km substrates, luminescence inhibition | Potency, µM (top dose mostly 57.5 µM), for the others: at the highest dose activity change, negative = inhibition, actives largely listed as inhibitors | Luciferin 4-monooxygenase (Photinus pyralis), P08659 | 360,000 compounds, 6.9% hits;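 note: potency is the fitted concentration of half-maximal effect; plate controls were vehicle for no effect and reference inhibitor for full effect; nearly all actives have a fitted effect of over 55% in size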
Target sequence (P08659 whole entry, looked up): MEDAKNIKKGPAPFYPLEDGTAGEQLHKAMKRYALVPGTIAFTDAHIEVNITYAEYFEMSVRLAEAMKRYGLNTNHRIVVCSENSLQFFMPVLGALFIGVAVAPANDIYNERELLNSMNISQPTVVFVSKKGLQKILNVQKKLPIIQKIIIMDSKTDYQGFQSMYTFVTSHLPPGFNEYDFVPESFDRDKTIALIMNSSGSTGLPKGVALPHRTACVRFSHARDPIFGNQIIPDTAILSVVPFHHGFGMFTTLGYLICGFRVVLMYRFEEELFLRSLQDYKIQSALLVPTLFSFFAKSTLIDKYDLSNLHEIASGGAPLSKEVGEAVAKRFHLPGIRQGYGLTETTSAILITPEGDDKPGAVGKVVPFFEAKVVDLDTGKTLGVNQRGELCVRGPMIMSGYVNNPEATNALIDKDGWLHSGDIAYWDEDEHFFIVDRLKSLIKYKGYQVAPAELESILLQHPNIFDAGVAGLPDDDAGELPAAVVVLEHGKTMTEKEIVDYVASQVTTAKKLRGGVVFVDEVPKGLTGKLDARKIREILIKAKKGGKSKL
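Purified P. pyralis luciferase (10nM final) with 10uM D-luciferin and 10uM ATP (Km levels) in 50mM Tris acetate pH 7.5, 10mM Mg acetate, 0.01% Tween-20, 0.05% BSA; qHTS 6-point titration, ~60 µM downward; luminescence read.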
p53 reactivator: qHTS assay for re-activators of p53 using a Luc reporter. H1299 p53-A138V BP100-luciferase reporter, luminescence, 24 h. Potency, µM (highest dose often 92.2 µM), inactives show at the top dose activity change, positive = activation, most hits filed as activators. 320,000 compounds, 0.063% hits; note: potency is the fitted concentration of half-maximal effect; % of control where 0% means no effect; nearly all actives have a fitted effect of over 45% in size
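p53-null H1299 cells stably carrying temperature-sensitive p53-A138V and a BP100-luciferase reporter were pinned with compounds (4-point, 1:5 series) and held 24 hrs at 37 deg C. Luminescence was read 10 min after detection reagent.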
TRPV1 ag: HTS Assay for Compounds that Act as Agonists of the Vanilloid Receptor 1; Transient receptor potential cation channel subfamily V member 1 (Homo sapiens), Q8NER1; TRPV1-expressing cells, Fluo-8 calcium influx, agonist mode; activation, % at 8.33 µM; 320,000 compounds, 0.19% hits; AID 540275, 2011; in the data active = activation above about 80%; inconclusive = between about 30% and that limit; note: 0% is about no effect
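TRPV1-expressing cells were cultured overnight at 35.5C and loaded with Fluo-8 calcium dye for 40 to 90 min at room temperature. After a 10 s baseline, compound was added and calcium influx was read kinetically for 3 min (ex 480/em 520 nm).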
ELG1 genotoxic: qHTS screen for small molecules that induce genotoxicity in human embryonic kidney (HEK293T) cells expressing luciferase-tagged ELG1. HEK293T ELG1-luciferase reporter, luminescence, 16 h. Potency, µM (top dose mostly 46 µM), for the others: at the top dose activity change, positive = activation, hits mostly activators. AID 504466, 2011. 330,000 compounds, 1.3% hits; note: potency is the fitted concentration of half-maximal effect; % of control where 0% means no effect; nearly all actives have a fitted effect of over 60% in size
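Cells (2,000/well) expressing the ELG1-luciferase fusion are dosed by pin tool and kept 16 hr at 37 °C, 5% CO2. Signal comes from ONE-Glo luciferase reagent after 30 min at room temperature.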
Tb PFK inh: qHTS Assay to Find Inhibitors of T. brucei phosphofructokinase. ATP-dependent 6-phosphofructokinase (Trypanosoma brucei brucei), O15648. T. brucei PFK, ADP-Glo luminescence. Potency, µM (titrated, usually from 57.5 µM), inactives show at the top dose activity, negative = inhibition, usual class: inhibitors. 330,000 compounds, 0.17% hits. AID 485367, 2010;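 note: potency is the fitted concentration of half-maximal effect; 0% = uninhibited 1x PFK enzyme wells and -100% = no-enzyme wells; nearly all actives have a fitted effect of over 60% in size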
Target sequence (O15648 whole entry, looked up): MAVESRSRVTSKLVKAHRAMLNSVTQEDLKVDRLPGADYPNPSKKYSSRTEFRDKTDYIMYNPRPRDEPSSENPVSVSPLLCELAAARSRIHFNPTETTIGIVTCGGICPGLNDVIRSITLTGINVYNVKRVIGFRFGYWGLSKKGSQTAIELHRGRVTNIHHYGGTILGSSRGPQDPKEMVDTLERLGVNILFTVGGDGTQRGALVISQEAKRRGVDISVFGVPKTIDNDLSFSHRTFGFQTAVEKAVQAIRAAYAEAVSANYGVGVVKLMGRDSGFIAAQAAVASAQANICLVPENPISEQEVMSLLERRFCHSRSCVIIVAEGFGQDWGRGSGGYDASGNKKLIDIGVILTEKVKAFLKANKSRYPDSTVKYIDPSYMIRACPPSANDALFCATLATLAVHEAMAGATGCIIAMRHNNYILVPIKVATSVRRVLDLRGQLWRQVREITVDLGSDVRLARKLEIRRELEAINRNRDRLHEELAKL
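PFK 1.25 nM, F6P 0.5 mM, ATP 0.1 mM, 0.1 M TEA pH 8.0, 5 mM MgCl2, 0.01% Tween20, 0.1% BSA; 45 min RT. ADP-Glo readout. qHTS titration up to 57 uM; curves fitted, compounds curve-classed.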
BRCA1 expr act: qHTS Assay to Identify Small Molecule Activators of BRCA1 Expression; MCF7-BRCA1-FFLuc reporter, luminescence, 48 h; response scale: scaled: vehicle 0%, 10 µM genistein 100%; Potency, µM (top dose mostly 46.1 µM), for inactives: at the top dose activation, hits mostly activators; 380,000 compounds, 1.1% hits; note: potency is the fitted concentration of half-maximal effect; nearly all actives have a fitted effect of over 80% in size; some results filed as inactive show a strong effect at the top dose
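48 h compound treatment of MCF7-BRCA1-FFLuc cells (phenol-red free MEM, 37 °C), then 15 min with luciferase substrate and luminescence imaging.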
* hit, by the source's call; ? = inconclusive; / = no result given; [ ] = dose if it differs, or a comment. Unless noted, calls come from the whole dose curve; as a rule, active = well fitted curve in the direction sought with a large enough effect; inconclusive = small, poorly fitted or top-dose-only effect, or another doubt; inactive = no such curve, though single readings can be large; an effect the other way counts as inactive or inconclusive.

Order of results: ELG1 repair inh, RORgamma inh, VP16 counter, Rab9 prom act, NPC1 prom act, FLuc counter, p53 reactivator, TRPV1 ag, ELG1 genotoxic, Tb PFK inh, BRCA1 expr act
Cc1ccc2c(c1)C1CN(C)CCC1N2C(=O)/C(C#N)=C/c1ccc2c(c1)OCO2 (stereo not given)
    -4.1%, -13.6%, 3.9%, -0.8%, -0.1%, -3.3%, 9.9%, 2.0, -2.8%, -1.3%, -4.2%
O=C(Nc1ccccc1)NC1CC2CCC(C1)N2 (stereo not given)
    6.7%, 1.9%, 1.5%, -1.0%, -1.4%, -2.6%, 3.2%, 2.0, 3.1%, -7.0%, 5.7%
CCS(=O)(=O)N1N=C(c2cccc(NS(C)(=O)=O)c2)CC1c1ccccc1 (stereo not given)
    5.9%, ?, -12.9%, -0.4%, 4.7%, -13.4%, 1.0%, -0.1, -4.1%, 1.7%, 23.7%
CC1CCN(CCc2nc3ccccc3[nH]2)CC1
    ?, 2.2%, 7.8%, -8.5%, 0.6%, -9.6%, -6.7%, 1.3, -0.3%, 0.0%, 6.9%
CCCCn1c(NC(=O)c2ccco2)c(C(=O)OCC)c2nc3ccccc3nc21
    ?, ?, -19.4%, 6.3%, 1.7%, 0.9%, -8.5%, 1.0, -4.3%, 3.1%, -29.2%
O=C(NC1CN2CCC1CC2)c1cc(Cl)c([N+](=O)[O-])c2nc[nH]c12 (stereo not given)
    ?, ?, -13.4%, 1.5%, -1.7%, 2.5%, -25.2%, -6.9, -0.1%, -6.5%, -58.9%
Nc1ccccc1C(=O)OCC(=O)c1ccc2c(c1)OCCO2
    ?, 16.9%, 10.4%, 3.16µM*, 2.82µM*, 0.0757µM*, -3.5%, -2.6, ?, -26.0%, 76.7%
COCCOC(=O)c1c(C)oc2ccc(OC(=O)N(C)C)cc12
    9.7%, 5.9%, 5.0%, 3.0%, 14.5%, ?, 4.1%, -1.3, -0.6%, 3.1%, -7.8%
CCc1cc2c(s1)NC(=O)CN=C2c1cccs1
    -25.9%, 0.0%[10 µM], 9.8%, 0.6%, -1.7%, -0.8%, -3.0%, 1.3, -4.9%, 0.5%, -75.0%
COC(=O)C1=C(c2cccc(OCc3ccccc3)c2)C[C@@H]2CC[C@H]1N2C(=O)NCc1ccc(Cl)cc1
    -21.6%, /, /, -2.3%, -6.9%, -2.6%, -7.6%, 0.1, -6.4%, -1.0%, -30.9%
CCn1ccnc1CN1CCCC(C(=O)c2cc(C)c(OC)c(C)c2)C1 (stereo not given)
    ?, 2.51µM*, 11.2µM*, -1.9%, -2.9%, -0.7%, -3.6%, -1.6, -1.0%, -2.0%, -27.9%
CC(=O)O[C@H]1CC[C@@]2(C)C(=CC(=O)C3C2CC[C@@]2(C)C3C[C@H](OC(C)=O)[C@@H]2OC(C)=O)C1 (stereo not given in full)
    27.1%, /, /, /, /, /, -6.8%, /, 5.9%, -2.6%, -23.6%
CC(C)OC(=O)c1c(N)n(CC2CCCO2)c2nc3ccccc3nc12 (stereo not given)
    ?, -22.7%, -8.0%, -4.6%, 0.3%, 2.2%, 5.5%, 3.5, -5.5%, -3.5%, -16.9%
CCC1=Nc2cc(C(=O)N3CCC4(CC3)OCCO4)ccc2Sc2ccc(Br)cc21
    ?, 31.3%, 6.5%, -4.6%, 0.0%, 3.5%, -3.4%, 26.5, -4.9%, -1.6%, 5.7%
CN1CCc2c([nH]c3ccccc23)C1
    -18.6%, -26.3%, 13.2%, -1.1%, -3.1%, -2.8%, -3.3%, 2.4, -2.4%, 1.2%, 4.1%
N#CC(C#N)=Cc1ccc(N2CCOCC2)cc1
    -2.5%, 20.7%, -0.7%, 0.0%, 1.7%, ?, 2.7%, 3.2, 2.4%, -2.0%, -7.5%
CC(C)N1OC2CC1c1nc3ccccc3n1C2 (stereo not given)
    ?, 2.2%, -1.3%, -2.2%, -4.6%, 1.1%, 0.3%, -0.2, 0.4%, 3.5%, 0.0%
Cc1nn(Cc2ccccc2Cl)c(C)c1C(=O)NC1CCCc2ccccc21 (stereo not given)
    -28.1%, ?, 9.0%, -0.3%, -0.3%, 2.5%, -5.9%, 13.0, -3.4%, 0.6%, 16.5%
O=C(Nc1ccccn1)NC12CC3CC(CC(C3)C1)C2
    3.3%, 4.2%, -3.1%, ?, -0.4%, -3.7%, 0.8%, 12.9, 0.1%, -1.0%, 3.0%
COc1ccc(C(=O)Nc2ccccc2-c2nnn(CC(=O)Nc3ccc4c(c3)OCCO4)n2)cc1
    ?, -18.2%, -12.5%[0.365 µM], -0.5%, -2.2%, -1.6%, 2.0%, -1.3, ?, -3.1%, -22.0%

Copied from the entries so far, four compounds:
Order of results: ELG1 repair inh, RORgamma inh, VP16 counter, Rab9 prom act, NPC1 prom act, FLuc counter, p53 reactivator, TRPV1 ag, ELG1 genotoxic, Tb PFK inh, BRCA1 expr act
CC(C)N1OC2CC1c1nc3ccccc3n1C2 (stereo not given)
    ?, 2.2%, -1.3%, -2.2%, -4.6%, 1.1%, 0.3%, -0.2, 0.4%, 3.5%, 0.0%
Cc1nn(Cc2ccccc2Cl)c(C)c1C(=O)NC1CCCc2ccccc21 (stereo not given)
    -28.1%, ?, 9.0%, -0.3%, -0.3%, 2.5%, -5.9%, 13.0, -3.4%, 0.6%, 16.5%
O=C(Nc1ccccn1)NC12CC3CC(CC(C3)C1)C2
    3.3%, 4.2%, -3.1%, ?, -0.4%, -3.7%, 0.8%, 12.9, 0.1%, -1.0%, 3.0%
COc1ccc(C(=O)Nc2ccccc2-c2nnn(CC(=O)Nc3ccc4c(c3)OCCO4)n2)cc1
    ?, -18.2%, -12.5%[0.365 µM], -0.5%, -2.2%, -1.6%, 2.0%, -1.3, ?, -3.1%, -22.0%

(cont.)
Order of results: ELG1 repair inh, RORgamma inh, VP16 counter, Rab9 prom act, NPC1 prom act, FLuc counter, p53 reactivator, TRPV1 ag, ELG1 genotoxic, Tb PFK inh, BRCA1 expr act
Cc1[nH]c2ccccc2c1CCNCc1cccnc1
    11.7%, -6.8%, -3.5%, 1.2%, 0.4%, -0.9%, -8.0%, 1.9, -0.3%[9.26 µM], 0.4%, -1.8%
CCN(CC)C(=O)c1ccc(NC(=O)c2cccc(S(=O)(=O)N3CCN(Cc4ccccc4)CC3)c2)cc1
    ?, /, /, -20.9%, -14.6%, -0.6%, 0.2%, -2.5, 5.6%, -10.3%, -56.4%
CC(=O)c1cccc(OCC(=O)N2CCN(CC(=O)Nc3cccc(F)c3)CC2)c1
    -0.7%, /, /, -4.8%, 0.9%, 3.6%, -3.3%, -1.0, -0.6%, -0.2%, 1.1%
O=C1NC2NC(=O)N([N+](=O)[O-])C2N1 (stereo not given)
    -0.9%, 41.0%, -1.1%, -1.9%, 6.9%, 3.7%, ?, 0.4, 1.0%, 3.5%, -9.9%
Cc1ccc(C(O)(C(=O)NNC(=O)CN2CCN(C)CC2)c2ccc(C)cc2)cc1
    18.9%, -7.0%[10 µM], 8.0%, -0.2%, -0.7%, -0.6%, 0.6%, -2.6, 1.1%, 3.5%, 10.4%
C[C@]12CCC(=O)CC1CCC1C2CC[C@]2(C)C(OC(=O)CCC(=O)O)CCC12 (stereo not given in full)
    3.6%, 3.9%, -7.2%, 0.1%, -0.5%, 1.2%, -0.1%, -0.7, -0.4%, -7.1%, -38.0%
COC(=O)C1=C(c2ccccc2OCc2ccccc2)C[C@@H]2CC[C@H]1N2C(=O)NCc1ccc(C(C)(C)C)cc1
    -22.7%, /, /, -3.0%, -7.6%, 3.5%, 33.0%, 3.5, -8.2%, -1.9%, -5.6%
CCOC(=O)c1ccc(NC(=O)CCOc2ccc(C)cc2)cc1
    -1.2%, ?, 4.4%, -4.0%, -1.6%, -1.1%[2.3 µM], 5.2%, 17.8, -1.6%, 0.6%, 0.1%

A portion of the library. The share of hits here may be higher or lower than overall.
